Scp1 inh: blocks human Scp-1 phosphatase activity; inhibition, % at 20 µM; 340,000 compounds, 0.88% hits; Recombinant Scp1, phosphopeptide, malachite green phosphate absorbance;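 active means inhibition above about 50% at 20 µM, limit read from the data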;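 further: plate controls were DMSO wells with enzyme for no effect and wells lacking enzyme for full effect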
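Test system: SCP-1 phosphatase catalytic domain, residues 76-261 | Compound dosing: One concentration, 20 µM, with 1.0% DMSO | Schedule: 45 min room-temperature reaction, 5 min colour, 30 min stabiliser | Detection: Absorbance at 630 nm | Read-out basis: % inhibition of SCP-1 phosphate liberation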
DNMT1 inh: inhibitors of human DNMT1; P26358; DNMT1 molecular beacon, Hinp1I cleavage, fluorescence; inhibition (reported as % activation of signal), % at 10 µM; 360,000 compounds, 0.83% hits; AID 588458; in the data active means inhibition above about 50%
NadD block: NadD (S. aureus) enzyme inhibition. purified NadD enzyme, colorimetric absorbance read-out. inhibition, % at 20 µM. 360,000 compounds, 0.78% hits. AID 602399; in the data active means inhibition above about 26%; further: some compounds past the cut are filed as inactive
Rpn11 inh: blocks the human proteasome subunit Rpn11 | human 26S proteasome, Ub4-pepOG fluorescence polarization; 20S core pre-blocked with epoxomicin | calls only at 20 µM | 360,000 compounds, 0.59% hits;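 active means inhibition at 20 µM, scaled to each plate's controls, above about 33%, limit read from the data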
Target sequence (O00487 whole entry, looked up): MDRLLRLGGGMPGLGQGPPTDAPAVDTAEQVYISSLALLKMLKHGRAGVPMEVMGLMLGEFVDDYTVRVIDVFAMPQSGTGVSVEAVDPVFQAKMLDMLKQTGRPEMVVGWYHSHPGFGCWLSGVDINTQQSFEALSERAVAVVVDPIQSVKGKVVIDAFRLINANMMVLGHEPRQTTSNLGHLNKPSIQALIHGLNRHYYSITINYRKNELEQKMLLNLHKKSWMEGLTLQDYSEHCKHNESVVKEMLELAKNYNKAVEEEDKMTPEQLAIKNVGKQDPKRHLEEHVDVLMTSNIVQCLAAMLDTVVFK
LMPTP block: LMPTP (human) inhibition; P24666; recombinant LMPTP-A, OMFP fluorogenic substrate, fluorescence intensity; inhibition, % at 20 µM; 360,000 compounds, 0.22% hits;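 active means compounds that cut the enzyme signal by at least half of the control window in the single-dose screen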;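 further: plate controls were DMSO wells with enzyme plus substrate for no effect and substrate without enzyme for full effect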
Target sequence (P24666 whole entry, looked up): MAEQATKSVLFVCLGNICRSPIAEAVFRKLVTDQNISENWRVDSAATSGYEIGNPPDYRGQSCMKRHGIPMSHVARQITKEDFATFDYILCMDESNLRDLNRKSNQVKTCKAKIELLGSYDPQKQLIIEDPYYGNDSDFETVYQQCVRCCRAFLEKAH
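material = LMPTP-A | quantity = 0.625 nM enzyme | reagent = OMFP substrate, 400 µM final | buffer or medium = Bis-Tris pH 6.0, DTT, detergent | detection = endpoint fluorescence intensity from OMFP dephosphorylation | dosing = single 20 µM dose | read-out basis = % inhibition relative to no-enzyme and uninhibited control wells | control set = no-enzyme and uninhibited controls | timing = 50 min at room temperature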
CSN inh: CSN deneddylation inhibition | Q92905 | Purified CSN, SCF-Nedd8-OG deneddylation, fluorescence polarization | inhibition, % at 12.5 µM | 360,000 compounds, 0.38% hits;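 active means pattern-corrected inhibition above about 35%, with an unprinted fluorescence ratio check between 0.5 and 1.5, limit read from the data, passing the limit was not always enough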;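 further: 0% = enzyme with substrate and 100% = substrate without enzyme; some results filed as inactive read as strong as hits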
Target sequence (Q92905 whole entry, looked up, one chain of several): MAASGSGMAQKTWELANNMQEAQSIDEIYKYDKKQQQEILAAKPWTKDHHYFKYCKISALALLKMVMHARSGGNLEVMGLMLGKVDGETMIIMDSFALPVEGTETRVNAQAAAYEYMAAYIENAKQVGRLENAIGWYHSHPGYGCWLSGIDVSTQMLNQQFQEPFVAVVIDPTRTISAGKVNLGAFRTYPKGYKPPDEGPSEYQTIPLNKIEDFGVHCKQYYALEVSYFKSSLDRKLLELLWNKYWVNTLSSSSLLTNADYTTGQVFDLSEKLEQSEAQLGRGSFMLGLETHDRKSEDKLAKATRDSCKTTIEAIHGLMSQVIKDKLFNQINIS
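Material: human Csn5 produced in HEK293T cells; Input: enzyme 0.24 nM; Reagent: SCFSkp2-Nedd8OG substrate at 10 nM final; Dosing: 12.5 µM compound; Incubation: 90 min reaction at room temperature; Detection: fluorescence polarization of the substrate; Evaluation: % inhibition of substrate cleavage by Csn5; Control set: substrate-only high control, full reaction low control.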
Neddylation inh: inhibitors of human cullin neddylation | P61081+Q13564 | TR-FRET cullin neddylation, biochemical | calls only at 25 µM | 360,000 compounds, 0.58% hits; in the data active means inhibition above about 36%
SUMO1 PPI mod: modulators of human SUMO1-mediated protein-protein interactions; P63165; SUMO1 binding to a labelled peptide, TR-FRET, 1 h; inhibition, % at 20 µM; 360,000 compounds, 0.33% hits; AID 602429; in the data active means inhibition above about 37%
Target sequence (P63165 whole entry, looked up): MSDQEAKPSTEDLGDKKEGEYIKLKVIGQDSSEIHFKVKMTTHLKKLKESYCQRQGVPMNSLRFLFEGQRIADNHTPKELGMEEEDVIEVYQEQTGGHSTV
STEP block: blocks human striatal-enriched tyrosine phosphatase; recombinant STEP, OMFP fluorogenic substrate, fluorescence; AID 588621; P54829; inhibition, % at 20 µM; 360,000 compounds, 0.25% hits;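 active means inhibition at 20 µM, scaled per plate between control wells, above about 37%, limit read from the data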;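 further: 0% = DMSO with enzyme and substrate and 100% = substrate only without enzyme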
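Measure: Control-normalized % inhibition with plate pattern correction | Test system: STEP phosphatase, cell-free reaction | Medium: pH 6.0 Bis-Tris with DTT and Tween 20 | Technique: Fluorescence, 480/540 nm | Times: Reaction 20 min, ambient temperature | Doses: Single compound dose of 20 µM, 1% DMSO final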
Rin1 Abl inh: inhibitors of human Rin1-Abl protein interaction | inhibition, % at 7.35 µM | 360,000 compounds, 0.4% hits | TR-FRET Rin1/Abl binding, biochemical; in the data active means inhibition above about 5%, passing the limit was not always enough
* marks the source's active call; other numbers are inactive results; i = inactive; . = not tested or not shown; + = active, no number.

Value order – SUMO1 PPI mod	Scp1 inh	STEP block	LMPTP block	Rin1 Abl inh	DNMT1 inh	Rpn11 inh	Neddylation inh	CSN inh	NadD block
> CC(C)CCCN1C(Nc2ccccc2)=NC[C@@H]1CC(C)C
→ 9.8	-5.8	-2.4	-3.5	2.2	3.0	i	i	0.0	-1.5
> Cc1ccc(C)c(S(=O)(=O)N2CCN(C(=O)CCC(=O)NCc3ccc(Cl)cc3Cl)CC2)c1
→ -5.6	-3.6	-1.4	-0.2	1.6	4.3	i	i	-0.8	-9.9
> O=C(CN1CCN(c2ccccn2)CC1)Nc1cccc(Cl)c1Cl
→ 4.7	-5.9	-2.0	2.2	3.0	1.8	i	i	-0.4	-6.1
> Cc1nn(-c2ccccc2)nc1C(=O)NN
→ 0.5	-10.7	-2.0	-1.0	0.0	-1.1	i	i	-2.5	0.3
> COc1cc(C(=O)Nc2sc3c(c2C(=O)O)CCC(C)C3)cc(OC)c1OC (stereo not drawn)
→ 7.9	-6.5	1.7	0.6	0.6	-0.5	i	i	2.7	-0.2
> Cc1cc(=O)n(C(C)(C)C)c(=O)n1Cc1ccccc1
→ -0.2	-6.8	0.7	-0.4	0.3	1.4	i	i	0.3	-7.9
> O=C(O)C1CCC(CNCc2ccccc2Cl)CC1 (stereo not drawn)
→ 0.3	-3.1	-0.6	0.2	-3.6	7.9	i	i	-1.4	1.8
> C[C@H]1COC(=O)[C@H](CC(=O)OC(C)(C)C)C/C=C\C[C@@H](CC(=O)NCCO)C(=O)N1
→ 2.9	-0.5	1.1	0.6	2.2	6.0	i	i	-1.4	2.4
> CC(=O)NC1C(Oc2ccccc2C)OC2COC(c3ccco3)OC2C1O (stereo not drawn)
→ -0.9	-1.0	-4.4	-1.6	0.1	3.9	i	i	2.5	-2.9
> CCN=C1SC(CC(=O)Nc2ccc(N3CCOCC3)cc2)C(=O)N1CC (stereo not drawn)
→ -0.8	-7.0	-0.6	-2.4	0.3	0.0	i	i	-1.0	10.3
> O=C(COC(=O)CNC(=O)c1ccccc1Cl)Nc1ncc(C(F)(F)F)cc1Cl
→ 0.1	-7.1	-4.7	-1.4	-0.7	2.0	i	i	-6.2	2.8
> CCOC(=O)c1ccc(-n2c(C)nc3ccccc3c2=O)cc1
→ 1.8	-3.0	-1.3	-0.2	-1.9	0.9	i	i	1.6	0.8
> Cc1nnnn1-c1ccc(CC(=O)O)cc1
→ -4.3	-2.5	-2.1	-0.1	-0.6	0.3	i	i	-13.7	-2.9
> CCC(=O)c1ccc(OCC(=O)Nc2ccccc2N2CCCCC2)cc1
→ 0.3	4.0	1.0	2.1	-1.9	0.6	i	i	-4.4	1.2
> COc1cc(C(=O)N[C@@H](Cc2c[nH]c3ccccc23)C(=O)O)cc(OC)c1OC
→ 5.4	-7.1	2.9	-0.6	0.3	1.8	i	i	-2.2	-4.9
> COc1ccc2oc(C(=O)N(CC(C)C)C3CCS(=O)(=O)C3)c(C)c2c1 (stereo not drawn)
→ 4.4	-6.9	3.6	0.6	-0.4	-5.7	i	i	-3.0	-4.3
> COc1ccc(C2(CNC(=O)c3ccccc3[N+](=O)[O-])CCOCC2)cc1
→ -5.3	-5.0	2.9	0.1	-5.0	1.0	i	i	3.0	-5.5
> COC(=O)c1nc(NC(=O)C(C)C)n[nH]1
→ -3.4	-3.7	-2.1	-0.1	-5.5	7.9	i	i	0.9	-5.5
> CC(C)NC(=S)N/N=C/c1sc(N2CCCCC2)nc1-c1cccs1
→ -11.2	-0.2	0.8	2.6	-3.4	-16.5	+	i	1.3	12.6
> Cc1ccc(Nc2ncccc2C(N)=O)cc1[N+](=O)[O-]
→ -16.5	-15.2	-7.1	0.5	1.3	2.1	i	i	5.2	-4.6
> O=S(=O)(c1ccccc1)c1nc(-c2ccccc2)oc1N1CCCC1
→ 18.0	-3.9	-1.6	0.6	5.4	0.1	i	i	-8.4	-1.2
> CCOC(=O)c1c(C)nc2c3ccccc3ccn12
→ 4.2	2.6	1.2	0.0	2.6	3.7	i	i	1.3	-5.4
> COc1cc(CCC(=O)OCC(=O)Nc2ccc3c(c2)OCO3)cc(OC)c1OC
→ -0.4	9.8	-1.2	0.4	3.1	-5.7	i	i	1.8	-3.4
> O=C(COC(=O)C1CCN(S(=O)(=O)c2cccs2)CC1)Nc1ccccc1
→ 4.9	-12.7	1.4	0.1	3.5	-0.7	i	i	-3.7	-8.7
> COc1ccc(C2=CC(=O)OC3(CCCCC3)O2)cc1
→ 2.7	-9.0	-0.2	0.0	-4.7	2.3	i	i	5.9	-3.7
> CC(=O)Nc1ccc(S(=O)(=O)N2CCN(CCc3ccccc3)CC2)cc1
→ 1.3	-6.2	1.0	-1.6	-3.5	0.8	i	i	-0.3	-2.9
> O=C(O)C12CC3CC(C1)CC(n1ncc(N4CCN(c5ccccc5)CC4)c(Cl)c1=O)(C3)C2
→ -18.8	-5.3	1.6	-0.4	-5.1	-1.9	i	i	-5.5	7.5
> O=C(/C=C/c1cccc(Cl)c1)NCc1ccncc1
→ -5.9	2.5	1.1	-1.2	1.2	3.4	i	i	-2.4	-4.5
> C=CCN1C2CCCC1CC(NC(=O)Nc1cccc(C(C)=O)c1)C2 (stereo not drawn)
→ -2.0	1.6	0.2	-1.5	-4.7	4.1	i	i	-1.4	-6.4
> COc1ccc(C(CNC(=O)c2cccc(N(C)C)c2)N2CCCC2)cc1 (stereo not drawn)
→ 3.0	-6.6	-2.3	1.1	-1.0	-7.2	i	i	-2.0	6.9

In the list so far, these have a nitro group on carbon.
Value order – SUMO1 PPI mod	Scp1 inh	STEP block	LMPTP block	Rin1 Abl inh	DNMT1 inh	Rpn11 inh	Neddylation inh	CSN inh	NadD block
> COc1ccc(C2(CNC(=O)c3ccccc3[N+](=O)[O-])CCOCC2)cc1
→ -5.3	-5.0	2.9	0.1	-5.0	1.0	i	i	3.0	-5.5
> Cc1ccc(Nc2ncccc2C(N)=O)cc1[N+](=O)[O-]
→ -16.5	-15.2	-7.1	0.5	1.3	2.1	i	i	5.2	-4.6

Additional entries follow.
Value order – SUMO1 PPI mod	Scp1 inh	STEP block	LMPTP block	Rin1 Abl inh	DNMT1 inh	Rpn11 inh	Neddylation inh	CSN inh	NadD block
> O=C1CSc2ccc(S(=O)(=O)NCc3ccc(F)cc3)cc2N1
→ 3.2	-2.4	-0.8	-0.6	0.1	-4.8	i	i	2.0	-1.7
> N/C(=N\OC(=O)c1ccc(=O)n(Cc2ccc(Cl)cc2)c1)c1ccccn1
→ 3.2	-0.9	3.7	-0.3	-1.6	-1.3	i	i	-0.3	4.0
> O=C1C2C3CCCC3=C3CCCC3C2C(=O)N1c1ccc(F)cc1 (stereo not drawn)
→ -3.9	-4.2	-2.1	0.9	2.5	-7.8	i	i	-4.0	0.1
> O=c1[nH]c(CN2CCN(S(=O)(=O)c3ccc4ccccc4c3)CC2)nc2ccccc12
→ -6.0	-1.0	0.2	1.0	-4.3	0.1	i	i	-1.7	2.9
> NC(=O)C1CCN(CC(=O)Nc2ccccn2)CC1
→ -2.8	-1.1	2.7	-1.8	-1.1	0.4	i	i	2.8	1.2
> Cc1ccc(N2CC(NC(=O)N3CCN(C(=O)c4ccco4)CC3)CC2=O)cc1 (stereo not drawn)
→ 1.0	-2.0	-0.2	-0.6	1.1	0.6	i	i	-3.9	-5.3
> Nc1c(Cl)cc2c(c1Oc1ccccc1)C(=O)c1ccccc1C2=O
→ -17.5	-16.2	2.4	-0.5	-4.0	8.0	i	i	11.5	5.4
> CCN(CC)C(=O)CSc1ncccc1-c1nc2ccccc2[nH]1
→ 5.7	-3.7	-2.4	-0.3	2.6	-5.9	i	+	-4.1	1.6
> C[C@H]1CN([C@@H](C)CO)C(=O)CCCn2nncc2CO[C@@H]1CN(C)Cc1ccc(C(=O)O)cc1
→ 2.0	.	-0.8	-3.3	-2.4	2.2	i	i	-0.1	-4.2
> O=C1CN(C(=O)CSc2nc3c(cnn3-c3ccccc3)c(=O)[nH]2)c2ccccc2N1
→ 1.1	-1.4	0.9	-2.6	1.7	1.8	i	i	2.8	4.5
> O=C(Nc1nnc(-c2ccccc2)o1)c1nc2ccccc2s1
→ 10.2	-15.3	1.6	0.3	0.0	-6.0	i	.	-0.4	13.5
> CC1CCN(C(=O)CSc2nc3ccccc3c(=O)[nH]2)CC1
→ 1.5	-8.2	-5.9	-0.8	2.6	-3.1	i	i	-1.0	-9.9
> Cc1cccc(NC(=O)C(C)OC(=O)CNC(=O)C2CCCCC2)c1 (stereo not drawn)
→ 6.3	.	1.1	-0.1	0.6	6.8	i	i	0.2	3.7
> CN(CC(=O)Nc1ccc(F)c(F)c1F)C(=O)Cn1cnc2c1c(=O)n(C)c(=O)n2C
→ 1.7	-3.9	0.2	-0.7	0.8	2.3	i	i	0.4	-0.5
> O=C(NCc1ccc2c(c1)OCO2)c1ccc(Br)o1
→ 3.0	-1.6	-1.7	0.5	0.3	3.3	i	i	-1.4	-0.5
> O=C(NC(NCc1ccccn1)(C(F)(F)F)C(F)(F)F)c1ccco1
→ 0.3	-6.4	-5.4	-1.7	-3.5	-0.4	i	i	4.7	0.8
> COc1cc(C(=O)NCCNc2nc3c(C)cccc3cc2C#N)cc(OC)c1OC
→ -21.7	.	1.1	-1.9	-0.2	-5.8	i	i	2.0	-2.2
> Cc1ccc(C(=O)NCC(=O)OCCCn2c(=O)[nH]c3ccccc32)cc1C
→ -2.6	.	0.0	-1.4	2.2	0.2	i	i	-7.8	8.1
> COc1ccc(OCCCC(=O)NCCc2nc3ccccc3[nH]2)cc1
→ 1.4	1.1	-0.5	1.4	2.5	-15.1	i	i	0.7	-3.9
> COc1cc(C)ccc1OCc1cc(C(=O)NC2CCOCC2)no1
→ 4.2	.	-3.1	-1.6	-3.4	3.6	i	i	2.2	-5.3
> CC(C)(C)C(=O)N1CCC2CC1c1cc(Cl)ccc12 (stereo not drawn)
→ 5.3	8.2	-1.4	-1.5	-1.1	2.0	i	i	0.2	2.9
> CCCCc1nc(C(N)=O)c2[nH]c(=O)n(-c3ccc(OC)c(OC)c3)c2n1
→ -1.5	-3.8	-1.4	0.3	-1.4	0.9	i	i	-5.7	3.8
> CCCCc1sc(-c2c(C#N)c(N)nc3c2CCCCC3)cc1[N+](=O)[O-]
→ -1.8	9.7	0.1	5.1	4.5	-4.0	i	i	-2.9	5.6

Grouped by structure: those above containing two or more sulfur atoms.
Value order – SUMO1 PPI mod	Scp1 inh	STEP block	LMPTP block	Rin1 Abl inh	DNMT1 inh	Rpn11 inh	Neddylation inh	CSN inh	NadD block
> CC(C)NC(=S)N/N=C/c1sc(N2CCCCC2)nc1-c1cccs1
→ -11.2	-0.2	0.8	2.6	-3.4	-16.5	+	i	1.3	12.6
> O=C(COC(=O)C1CCN(S(=O)(=O)c2cccs2)CC1)Nc1ccccc1
→ 4.9	-12.7	1.4	0.1	3.5	-0.7	i	i	-3.7	-8.7
> O=C1CSc2ccc(S(=O)(=O)NCc3ccc(F)cc3)cc2N1
→ 3.2	-2.4	-0.8	-0.6	0.1	-4.8	i	i	2.0	-1.7
